Bioassay records: PubChem, National Center for Advancing Translational Sciences (NCATS)
Sm TGR block = S. mansoni TGR enzyme inhibition | Q962Y6 | purified TGR, DTNB reduction, TNB absorbance 405 nm | Potency, µM (titrated, usually from 114 µM), without a hit: top-dose activity change, negative = inhibition, hits mostly inhibitors | actives 3% (n = 360,000) | AID 485364; further: potency means the concentration at half of the fitted maximal effect; on the % scale 0 is the no-effect control and ±100 the full control effect; nearly all actives have a fitted effect of over 60% in size
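TGR 20 nM + NADPH 100 uM (dispensed conc.), cpd preinc 15 min RT; start with NADPH (500 uM addition) then DTNB (15 mM addition). Kinetic TNB absorbance, 405 nm filter. Four-parameter Hill fit across titration.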
FBPA Giardia inh = Giardia lamblia aldolase inhibition; A8B2U2; actives 0.71% (n = 290,000); AID 2451; purified Giardia FBPA; Potency, µM (titrated, usually from 59.6 µM), for the others: at the highest dose activity, negative = inhibition, actives largely listed as inhibitors; further: potency means the concentration at half of the fitted maximal effect; on the % scale 0 is the no-effect control and ±100 the full control effect; nearly all actives have a fitted effect of over 55% in size
Target sequence (A8B2U2 whole entry, looked up): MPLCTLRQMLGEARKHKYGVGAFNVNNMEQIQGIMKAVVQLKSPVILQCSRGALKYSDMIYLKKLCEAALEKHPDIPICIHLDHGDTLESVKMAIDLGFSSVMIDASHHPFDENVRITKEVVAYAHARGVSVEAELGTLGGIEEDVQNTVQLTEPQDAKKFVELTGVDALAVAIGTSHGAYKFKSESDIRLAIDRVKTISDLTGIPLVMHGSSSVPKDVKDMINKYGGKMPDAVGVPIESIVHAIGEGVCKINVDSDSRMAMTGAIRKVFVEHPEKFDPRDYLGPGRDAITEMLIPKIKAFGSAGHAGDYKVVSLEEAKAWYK
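40 nM FBPA preincubated 10 min at RT with compound (up to 57.5 uM final), then substrate plus GAPDH/TPI/NAD/arsenate coupling and diaphorase/resazurin added. Fluorescence read after 20 min at RT, 525/598 nm.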
Shiga inhibitor = blocks Shiga toxin action in Vero cells; actives 9.2% (n = 290,000); inhibition, % at 38.7 µM; AID 2315; Vero cells, Shiga toxin protein synthesis inhibition reporter; in the data active means inhibition mostly above about 28%, no sharp cut-off; inactive means mostly below about 43%; further: 0% is about no effect
CHX counter = affects cycloheximide protein synthesis inhibition readout, counter-screen. max response, %. actives 12% (n = 300,000). AID 2314. cell reporter, cycloheximide protein synthesis inhibition counterscreen; in the data active means max response mostly above about 13%, no sharp cut-off; inactive means mostly below about 14%; further: read at 38.3 µM for the half of the compounds with a filed dose; 0% is about no effect
Pf growth 48h = inhibits P. falciparum growth in the first generation, 48 h | P. falciparum luciferase growth in erythrocytes, 48 h | Potency, µM (doses to about 28.7 µM), for inactives: top-dose activity change, negative = inhibition, most hits filed as inhibitors | actives 5.9% (n = 310,000) | AID 504832; further: potency means the concentration at half of the fitted maximal effect; on the % scale 0 is the no-effect control and ±100 the full control effect
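Firefly luciferase activity from engineered P. falciparum reports growth; inhibitors lower the luminescent signal. Cultures contained 2% hematocrit erythrocytes at 0.1% final parasitemia.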
Pf growth 96h = P. falciparum growth inhibition at 96 hours | Potency, µM (titrated, usually from 28.7 µM), for inactives: at the top dose activity change, negative = inhibition, actives largely listed as inhibitors | actives 6.9% (n = 320,000) | P. falciparum luciferase reporter growth, 96 h; further: potency means the concentration at half of the fitted maximal effect; on the % scale 0 is the no-effect control and ±100 the full control effect
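Two parasite generations (96 h, 37 C, 5% CO2) of compound exposure in infected erythrocytes (0.05% parasitemia, 2% hematocrit). Luciferase-reporter P. falciparum; decreased luminescence indicates inhibited growth, aimed at apicoplast-acting delayed death.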
An asterisk follows results filed as active; u = inconclusive; x = no result given; & = joins results of further samples; [ ] = another dose, or the depositor's remark. Unless noted, the call rests on the fitted dose curve; in most records, active means well fitted curve in the direction sought with a large enough effect; inconclusive means small, poorly fitted or top-dose-only effect, or another doubt; inactive means no such curve, though single readings can be large; an effect the other way counts as inactive or inconclusive.

The opening 4 entries, to show the layout:
SMILES	Sm TGR block	FBPA Giardia inh	Shiga inhibitor	CHX counter	Pf growth 48h	Pf growth 96h
O=C(Cc1cccs1)N1CCN(S(=O)(=O)c2ccc(F)c(F)c2)CC1	7%	x	x	x	-27%	u
O=C(O)CC(NC(=O)CCC1CCCCC1)c1cc([N+](=O)[O-])ccc1Cl (stereo not drawn)	-5%	29%	-7	0	13%	u
Cc1cc(OCC(=O)OCC(=O)N2CCc3ccccc32)ccc1Cl	1%	x	x	x	-11%	-3%
OCCNCC(O)Cn1ccc2ccccc21 (stereo not drawn)	1%	3%	-15	-4	-7%	7%

All compounds of this part, repeating the preview:
SMILES	Sm TGR block	FBPA Giardia inh	Shiga inhibitor	CHX counter	Pf growth 48h	Pf growth 96h
O=C(Cc1cccs1)N1CCN(S(=O)(=O)c2ccc(F)c(F)c2)CC1	7%	x	x	x	-27%	u
O=C(O)CC(NC(=O)CCC1CCCCC1)c1cc([N+](=O)[O-])ccc1Cl (stereo not drawn)	-5%	29%	-7	0	13%	u
Cc1cc(OCC(=O)OCC(=O)N2CCc3ccccc32)ccc1Cl	1%	x	x	x	-11%	-3%
OCCNCC(O)Cn1ccc2ccccc21 (stereo not drawn)	1%	3%	-15	-4	-7%	7%
O=C(CCCOc1ccc(Cl)cc1Cl)n1nnc2ccccc21	-1%	1%	1	6	11%	-98%
CCCCNc1ncnc2c1cnn2-c1ccc(C)cc1C	4%	-8%	14	15*	u	u
c1csc(-c2nn3c(-c4ccncc4)nnc3s2)c1	1%	0%	12	-2	6%	u
O=C(CSc1nncs1)Nc1ccc2c(c1)OCO2	-8%	3%	54	25*	44%[activator]	-29%
O=[N+]([O-])c1ccc(Cl)cc1NCCCN1CCOCC1	4%	4%	-6	1	-3%	-18%
CCC1=C(OC(=O)N(CC)CC)N2C(=O)OC(=NCCc3c[nH]c4ccccc34)[C@]2(Cc2ccccc2)[C@H]2C1=CC[C@H]1C(=O)N(c3ccccc3)C(=O)[C@H]12	0%	4%&-1%	-9	-5	13µM*	u
CC(=O)N1CCc2cc(S(=O)(=O)Nc3ccc(C)cc3)ccc21	x	18%	9	2	13%	-26%
CC(C)(C)c1ccc(C(=O)CSc2ncn[nH]2)cc1	-8%	u	63*	37*	87%[activator]	32%[activator]
O=C(Nc1ccc(F)cc1)N1CCCC(c2nc3c(nnn3Cc3ccccc3Cl)c(=O)[nH]2)C1 (stereo not drawn)	1%	2%	20	-6	u	17%
Cc1nnc2n1N=CC=C(c1ccccc1)S2	-15%	-5%	-8	-4	u	u
Cc1ccccc1NS(=O)(=O)c1ccc(C(=O)NN2CCCCC2)cc1	-8%	x	6	4	4%	u
Cc1csc(SCC(=O)Nc2sc3c(c2C#N)CCC3)n1	-25%	3%	15	-3	19%	32%[activator]
CCN(N=Nc1nonc1OC)c1nonc1OC	0%	0%	-7	-3	19%	35%
COc1ccc(-c2nn(-c3ccccc3)cc2/C=C2/SC(=S)N(CCC(=O)O)C2=O)cc1	-15%	1%	29	9	u	u
COc1ccc(NC(=O)CSc2ncccc2C(=O)OC(C)C)cc1OC	9%	u	6	5	x	-15%
COCCN(C(=O)COC(=O)Cc1cccc(OC)c1)c1c(N)n(Cc2ccccc2)c(=O)[nH]c1=O	5%	x	x	x	u	0%
Cc1ccc(S(=O)(=O)N2CCN(C(=O)Cc3ccc(S(=O)(=O)N4CCOCC4)s3)CC2)cc1	0%	x	-3	-2	u	12µM*
COC(=O)c1c(NC(=O)C2COc3ccccc3O2)sc2c1CCN(C(C)=O)C2 (stereo not drawn)	5%	1%	-12	6	u	u
CNC(=S)N(CCc1ccc(S(N)(=O)=O)cc1)C1CC(=O)N(c2ccccc2F)C1=O (stereo not drawn)	0%	-1%	7	-2	u	u
Cc1cccc(NC(=O)CSc2nnc(NC(=O)c3ccc(S(=O)(=O)N4CCOCC4)cc3)s2)c1C	-2%	4%	-2	-3	11%	-11%
COCCN(CCOC)S(=O)(=O)c1ccc(NC(=O)c2cnccn2)cc1	4%	-5%	9	-1	8.3µM*	9%
Cc1ccnc(N2CCC(C(=O)NNC(=O)c3ccccc3)CC2)n1	9%	3%	-13	-2	-1%	42%[activator]
Cn1c(=O)c2c(nc(SCCN3CCCCC3)n2Cc2ccc(Cl)cc2)n(C)c1=O	-1%	1%	2	-3	u	x
COc1ccc(N2CCN(C(=O)COCC(=O)O)CC2)cc1	-2%	4%	-5	10	7%	-2%
Cc1ccc(NC(=O)Cn2cc(C(=O)C3CC3)c3ccccc32)cc1	3%&0%	7%	-5	-7	6%	u
O=C(c1cccc(C(F)(F)F)c1)C1CCCN(C(=O)CCn2cnnn2)C1 (stereo not drawn)	-23%	3%	20	-3	1%	5%

Random excerpt: three entries already listed.
SMILES	Sm TGR block	FBPA Giardia inh	Shiga inhibitor	CHX counter	Pf growth 48h	Pf growth 96h
Cc1cccc(NC(=O)CSc2nnc(NC(=O)c3ccc(S(=O)(=O)N4CCOCC4)cc3)s2)c1C	-2%	4%	-2	-3	11%	-11%
CCN(N=Nc1nonc1OC)c1nonc1OC	0%	0%	-7	-3	19%	35%
CNC(=S)N(CCc1ccc(S(N)(=O)=O)cc1)C1CC(=O)N(c2ccccc2F)C1=O (stereo not drawn)	0%	-1%	7	-2	u	u

Next part.
SMILES	Sm TGR block	FBPA Giardia inh	Shiga inhibitor	CHX counter	Pf growth 48h	Pf growth 96h
O=C(CN1C(=O)CCS(=O)(=O)c2ccccc21)Nc1cccc(Cl)c1	-14%	-4%	-2	-1	u	28%
O=C(O)c1cc2c(ccc3ccccc32)[nH]1	-10%	11%	-12	0	15%	x
COc1cc(C2C(=O)c3ccccc3C2=O)ccc1O	-3%	-13%	x	59*	-17%	-16%
CC1=C(C#N)C(=O)NC(=O)/C1=C\c1ccc(-c2cc(C)c(C)cc2[N+](=O)[O-])o1	3.5µM*	u	1	3	6%	6%
COc1ccc(CCNC(=O)CCCn2nc(C)n3ccnc3c2=O)cc1OC	7%	12%	-3	-1	4%	u
CCC(=O)Nc1nc2ccc3nc(C)sc3c2s1	4%	1%	62*	55*	u	u
CC(=O)Nc1ccc(NC(=O)[C@@H](NC(=O)c2ccccc2F)C(C)C)cc1	1%	-2%	10	-1	8%	1%
CCC(c1nnc(SCC(=O)Nc2cc(C)on2)o1)N(C)C (stereo not drawn)	-3%	x	x	x	-5%	-17%
Cc1ccccc1Nc1c(-c2ccncc2)nc2ccc(Cl)cn12	1%&6%	-1%	-21	-7	u	-3%
CCCN1CCC(NC(=O)CC2C(=O)NCCN2Cc2ccccc2C)CC1 (stereo not drawn)	-14%	-15%	-5	-1	24%	10µM*
COc1ccccc1NS(=O)(=O)c1cccc(C(=O)NC2CCN(Cc3ccccc3)CC2)c1	-9%	x	x	x	10µM*	3.7µM*
Cc1cc(N(C)C)nc(Nc2ccccc2)n1	-5%	x	x	x	13µM*	12µM*
CC(C)(C)c1cc(NS(=O)(=O)c2ccc(Br)s2)no1	-2%	4%	-6	11	11%	-26%
O=C(NNS(=O)(=O)c1ccccc1)c1cnn(-c2ccccc2)c1-n1cccc1	12%	16%	-4	-3	32%[activator]	17%
COc1ccc(NC(=O)CSc2nnc3ccc(-c4ccncc4)nn23)cc1OC	8%	5%	-15	0	u	u
O=C1CN(c2nc3nonc3nc2N2CCCCC2)CCN1	8%	4%	-8	-1	10%	u
Cc1cc(NC(=O)CSCC(=O)Nc2ccccc2OC(F)F)no1	8%	x	x	x	-21%	7%
COCCn1c(-c2cccs2)csc1=Nc1cccnc1	-25%	u	-28	2	-4%	u
C[C@@H](NC(=O)c1ncn(Cc2ccccc2)c1C(=O)N[C@H](C)c1ccccc1)c1ccccc1	-4%	x	x	x	13µM*	u
CC(=O)NC1=NN(C(C)=O)C(c2ccccn2)S1 (stereo not drawn)	4%	1%	-5	1	14%	218%[activator]
O=C(/C=C/c1cccc([N+](=O)[O-])c1)Nc1cc(C(=O)O)cc(C(=O)O)c1	-3%	4%	25	1	u	u
COc1cc(C(=O)OCC(=O)N2CCCC2)cc(OC)c1OC	6%	3%	43	8	16%	x
Cc1ccc(F)cc1NC(=O)CN1CCN(Cc2ccccc2)CC1	-4%	7%	17	-2	x	-16%
Cc1ccc2[nH]c(-c3ccccc3)c(CN3CCCC3)c(=O)c2c1	-18%	-23%	21	8	u	11%
CC(CCc1ccco1)NC(=O)CSc1cc(=O)n(C)c2ccccc12 (stereo not drawn)	u	-13%	-8	-3	50%[activator]	4.1µM*
CSc1nc2ccccc2cc1/C=C(\C#N)c1cccc(Cl)c1	u	-1%	-14	-2	-2%	u
CC(Sc1nnc(-c2cccs2)n1Cc1ccccc1)C(=O)NCc1ccc2c(c1)OCO2 (stereo not drawn)	-33%	3%	-21	-3	x	8.3µM*
Cc1ccc(S(=O)(=O)Cc2csc(N)n2)cc1	-35%	0%	-22	-4	9%	14%
COc1ccc(-c2c(C)nn3c(N)c(C#N)cnc23)cc1OC	15%	3%	-5	15	0.41µM*	0.33µM*
CC1(C2CC2)NC(=O)N(CC(=O)Nc2ccc(F)cc2F)C1=O (stereo not drawn)	0%	x	x	x	-19%	-20%
CCOC(=O)c1sc(NC(=S)NC(=O)C2CCCC2)cc1C	-7%	-15%	10*	11	u	9.3µM*
O=C(CCCC(=O)NNC(=O)Nc1ccccc1)NNC(=O)Nc1ccccc1	x	2%	4	-2	5%	5%
O=C(O)c1cccc(Nc2cc(Cl)c3nonc3c2[N+](=O)[O-])c1	0.35µM*	-5%	-20	-2	u	-1%
Cc1nn(-c2ccccc2)c2sc(C(=O)NC3CC3)cc12	2%	1%	81*	52*	u	-3%
O=C(NNc1ncnc2c1cnn2-c1ccc(F)cc1)c1ccco1	2%	x	5	1	u	u
C=CCn1c(COc2ccc(Cl)cc2)nnc1SCc1ccc(C#N)cc1	1%	-9%	23	-3	u	-25%[5.75 µM]
CC1(C)CC(c2nc(-c3ccc([N+](=O)[O-])cc3)cs2)CCO1 (stereo not drawn)	-4%	-13%	43	17*	21%	10%
O=c1[nH]c2ccccc2cc1CN(CC1CCCO1)S(=O)(=O)c1ccccc1 (stereo not drawn)	-3%	-3%	-6	-2	2%	-14%
O=S(=O)(CCCc1ccccc1)c1ncn[nH]1	-15%	-7%	-8	-1	12%	193%[activator]
Cc1ccccc1C(=O)N1CCC(C(=O)Nc2ccc(S(=O)(=O)N3CCCCC3)cc2)CC1	1%	x	1	-4	u	u
CC(=O)Nc1cccc(NC(=O)COc2ccccc2C)c1	6%	-8%	33*	20*	39%[activator]	u
CC(Sc1ccccc1)C(=O)NCC1COc2ccccc2O1 (stereo not drawn)	0%	x	x	x	1%	28%
Cc1ccc(S(=O)(=O)NCc2ccccc2)cc1C(=O)NCC1CCCO1 (stereo not drawn)	1%	x	x	x	-6%	12%
CN(CC(=O)Nc1ccc(Cl)cc1)C(=O)c1cc(-c2cccs2)nn1-c1ccccc1	1%	x	x	x	10%	0%
COc1ccc2nc(C)cc(SCC(=O)N/N=C/c3ccco3)c2c1	u	-4%	19	1	2%	94%[activator]
Cc1ccc([N+](=O)[O-])cc1S(=O)(=O)Nc1ccccn1	0%	6%	-11	-1	14%	4%
CCCCCCSc1cc(-c2nc3cc(C)ccn3c2NC2CCCCC2)ccc1OC	2%	x	x	x	7.4µM*	8.3µM*
CN1N=C(C(=O)N2CCCC(Nc3ccc(F)c(F)c3)C2)CCC1=O (stereo not drawn)	-17%	x	-32	0	0%	u
COc1ccc(-c2cc3c(=O)n(CC(=O)NC4CCN(Cc5ccccc5)CC4)ncn3n2)cc1	2%	2%	3	2	41%[activator]	u
Cc1cc(C)c2c(=O)[nH]c(=O)n(Cc3ccccc3)c2n1	-5%	-3%	20	1	x	u
